TDP1 block: blocks human tyrosyl-DNA phosphodiesterase 1 | Q9NUW8 | recombinant TDP1, AlphaScreen DNA substrate cleavage | Potency, µM (top dose mostly 130 µM), without a hit: at the top dose activity change, negative = inhibition, usual class: inhibitors | 0.28% of 350,000 active; also: nearly all actives have a fitted effect of over 40% in size
Target sequence (Q9NUW8 whole entry, looked up): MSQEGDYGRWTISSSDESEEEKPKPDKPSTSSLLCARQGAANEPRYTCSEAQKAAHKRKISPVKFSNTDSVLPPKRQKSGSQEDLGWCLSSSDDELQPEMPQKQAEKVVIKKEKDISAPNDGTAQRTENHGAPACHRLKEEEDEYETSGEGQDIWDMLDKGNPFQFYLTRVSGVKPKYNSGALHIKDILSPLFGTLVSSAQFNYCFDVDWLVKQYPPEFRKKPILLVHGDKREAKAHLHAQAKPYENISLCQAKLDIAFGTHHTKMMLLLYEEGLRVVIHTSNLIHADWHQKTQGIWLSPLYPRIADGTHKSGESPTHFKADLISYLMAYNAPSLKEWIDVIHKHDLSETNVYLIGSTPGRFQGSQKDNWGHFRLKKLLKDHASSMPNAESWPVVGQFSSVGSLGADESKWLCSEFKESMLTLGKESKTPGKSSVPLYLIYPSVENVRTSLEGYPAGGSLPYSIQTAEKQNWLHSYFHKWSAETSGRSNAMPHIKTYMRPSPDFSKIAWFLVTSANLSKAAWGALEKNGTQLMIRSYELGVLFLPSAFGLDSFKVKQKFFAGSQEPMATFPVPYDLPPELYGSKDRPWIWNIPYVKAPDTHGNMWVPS
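Recombinant E. coli-expressed Tdp1 (1 nM) preincubated with compound 15 min at RT, then 5'-biotin/3'-phosphotyrosine-FITC DNA substrate (15 nM) added for 5 min. AlphaScreen beads (10 ug/ml) added, 10 min RT; tyrosine-FITC cleavage read as signal loss.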
N370S GC: inhibitors or activators of N370S glucocerebrosidase for Gaucher disease | 0.092% of 330,000 active | AID 2101 | P04062 | N370S GC spleen homogenate, 4MU-glucoside fluorescence | Potency, µM (top dose mostly 59.4 µM), for the others: top-dose activity change, negative = inhibition, most hits filed as inhibitors;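 also: 0% = full enzyme activity and -100% = no enzyme basal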
FEN1 inh: blocks human flap endonuclease 1; Recombinant FEN1 flap cleavage, fluorescence, 15 min; Potency, µM (titrated, usually from 114 µM), for inactives: at the highest dose activity change, negative = inhibition, hits mostly inhibitors; 0.35% of 390,000 active; also: nearly all actives have a fitted effect of over 65% in size
Target sequence (P39748 whole entry, looked up): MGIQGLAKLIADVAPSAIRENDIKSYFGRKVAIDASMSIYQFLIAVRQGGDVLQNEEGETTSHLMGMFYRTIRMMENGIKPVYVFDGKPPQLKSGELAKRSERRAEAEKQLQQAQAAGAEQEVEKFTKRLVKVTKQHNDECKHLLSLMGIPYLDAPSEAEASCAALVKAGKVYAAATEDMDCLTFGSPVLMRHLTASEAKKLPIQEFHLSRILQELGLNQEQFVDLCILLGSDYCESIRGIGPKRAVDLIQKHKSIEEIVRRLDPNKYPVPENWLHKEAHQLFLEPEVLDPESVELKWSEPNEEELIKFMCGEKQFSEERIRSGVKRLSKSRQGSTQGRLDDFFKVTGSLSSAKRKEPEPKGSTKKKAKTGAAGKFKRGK
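Reaction started by adding substrate (50 nM final) to 10 nM enzyme after 15 min room-temperature compound preincubation. Reads at 0 and 15 min, with data normalized and fitted to a four-parameter Hill equation.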
* = called active by the depositor; ? = inconclusive; . = no result given; & = joins results of further samples; [ ] = dose if it differs, or a comment. Calls follow the shape of the dose curve; as a rule, active = well fitted curve in the direction sought with a large enough effect; inconclusive = small, poorly fitted or top-dose-only effect, or another doubt; inactive = no such curve, though single readings can be large; an effect the other way counts as inactive or inconclusive. Unless noted, % is scaled to controls: 0 for no effect and ±100 for the full control effect; potency is read from the fitted curve at half-maximal effect. An unsorted share of the library (roughly 0.53% active in at least one column).

No. | molecule | TDP1 block | N370S GC | FEN1 inh
1 | CCOC(=O)c1cccc(Nc2ncnc3ccc(C)cc23)c1 | 2% | -10% | 2%
2 | COc1ccc(CC(=O)NC(C)(C)C)cc1S(=O)(=O)N1CCOCC1 | 1% | 8% | 0%
3 | COc1ccc(S(=O)(=O)N2CCCN(CC(=O)Nc3cc(NC(C)=O)ccc3OC)CC2)cc1 | 0% | 4% | -1%
4 | O=C(Oc1cccnc1)c1ccccc1[N+](=O)[O-] | 11% | 9% | -1%
5 | CCOC(=O)Cc1nnc(NC(=O)CSc2nncn2C)s1 | -6% | -2% | 0%
6 | O=C(c1ccc(Oc2ccc(Cl)cc2)c([N+](=O)[O-])c1)N1CCCC1 | . | -13% | 3%
7 | O=C1C2CCCCN2C(=O)N1CCCCN1CCN(c2ccccc2Oc2ccccc2)CC1 (stereo not drawn) | 6% | -7% | 13%
8 | O=C(NC1=NCCS1)C1CCN(S(=O)(=O)c2ccc(Cl)cc2)CC1 | -9% | . | 3%
9 | Cc1ccc(C(=O)Nc2ccc(S(=O)(=O)NC3=NCCCCC3)cc2)cc1S(=O)(=O)N1CCOCC1 | -6% | . | -19%
10 | Cc1cccc(C)c1NC(=O)CCCN1C(=O)CCn2nc(-c3cn(C)c4ccccc34)cc21 | 3% | . | -3%
11 | Cc1cc(-c2[nH]nc3c2C(c2cccc(O)c2)C(C#N)=C(N)O3)c(C)s1 (stereo not drawn) | 4% | -5% | -6%
12 | COc1cccc(C2Oc3ccccc3C3CC(c4cccs4)=NN32)c1 (stereo not drawn) | 7% | -1% | -16%
13 | CC(C)(C)OC(=O)n1cc(CCO)c2ccccc21 | -2% | . | 14%
14 | Cc1cc(=O)[nH]c(-c2ccccc2O)n1 | 3% | -1%[2.35 µM] | 8%
15 | CCOc1ccc(Cn2nnc(C(=O)Nc3ccc(Cl)cc3)c2N)cc1 | 1% | . | -8%
16 | Cc1ccc(C2(c3noc(CN4C[C@@H](C)O[C@@H](C)C4)n3)CCCC2)cc1 | . | -2% | -14%
17 | CC(O)[C@@H]1NC(=O)[C@H](CCCN)NC(=O)[C@@H](Cc2c[nH]c3ccccc23)NC(=O)[C@H](Cc2ccc(O)cc2)NC(=O)[C@@H](NC(=O)[C@H](N)Cc2ccccc2)CSSC(C)(C)C(C(=O)N[C@H](C(N)=O)[C@@H](C)O)NC1=O (stereo partly drawn) | 9% | -2% | .
18 | O=C(CSCCS(=O)(=O)c1ccc(Cl)cc1)Nc1ccccc1 | -3% | 2% | 1%
19 | O=C(N/N=C\c1ccco1)Nc1cccc(Cl)c1 | 0% | 4% | -6%
20 | CCOC(=O)c1cc(-c2ccccc2)sc1NC(=O)CSc1nncs1 | 3% | 6% | -12%
21 | O=S(=O)(c1ccc(Cl)cc1)c1nc(-c2cccs2)oc1SCc1ccc(F)cc1 | 0% | . | -13%
22 | Cc1ccc(S(=O)(=O)NCC(c2ccco2)N2CCOCC2)cc1 (stereo not drawn) | 3%&-3% | 21% | 12%&7%
23 | O=C(c1ccc2c(c1)OCO2)c1cn(Cc2ccc(Cl)cc2)c2ccc(F)cc2c1=O | 2% | . | -18%
24 | CCN(CCNC(=O)C1CCCN(S(=O)(=O)c2cnc[nH]2)C1)c1ccccc1 (stereo not drawn) | 1% | 3% | -4%
25 | CN(CCO)c1cc(N2CCN(C(=O)c3ccco3)CC2)c2nonc2c1[N+](=O)[O-] | 3% | -9% | 1%
26 | Cc1cc(F)ccc1S(=O)(=O)NCC(c1ccco1)S(=O)(=O)c1cccs1 (stereo not drawn) | 0% | . | 12%
27 | Cc1cccnc1NC(=O)CCNC(=O)c1ccccc1Cl | 2% | 8% | 18%
28 | CC(C)Cc1nnc(NC(=O)c2cccc(S(=O)(=O)N3CCOCC3)c2)s1 | 1% | . | 2%
29 | CCN1CCN(CCC(=O)Nc2ccc(F)c(F)c2)CC1 | . | 3% | 1%
30 | COc1cc(CN2CCNC(=O)C2CC(=O)N2CCCO2)cc(OC)c1 (stereo not drawn) | 6% | 6% | 14%
31 | COc1ccccc1CNC(=O)Cn1c(=O)oc2cc(Cl)ccc21 | -1% | 4% | 4%
32 | Cc1ccc(-c2n[nH]c3c2C(c2ccc(C(C)(C)C)cc2)NC3=O)cc1 (stereo not drawn) | 5% | . | 18%
33 | CCOc1ccc(Sc2cc(C(=O)NC(C)c3ccccc3)c3ccccc3n2)cc1 (stereo not drawn) | -3% | . | 0%
34 | CSc1nc(C)cc(NC(N)=O)n1 | 9% | 7% | -1%
35 | CC1(C)CC(=O)C/C(=N\NC(=O)c2cccs2)C1 | 4% | -25% | -4%
36 | Cc1ccc(N2C(=O)CC(N(CCc3ccccc3)C(=S)Nc3ccc(N(C)C)cc3)C2=O)cc1 (stereo not drawn) | 10% | ? | -1%

Full records from above:
Entry for Cc1cccc(C)c1NC(=O)CCCN1C(=O)CCn2nc(-c3cn(C)c4ccccc34)cc21 = TDP1 block: 3%; N370S GC: .; FEN1 inh: -3%
Entry for CCN1CCN(CCC(=O)Nc2ccc(F)c(F)c2)CC1 = TDP1 block: .; N370S GC: 3%; FEN1 inh: 1%

More structures:
No. | molecule | TDP1 block | N370S GC | FEN1 inh
37 | CCCc1cc(=O)[nH]c(SCC(=O)N2CCCC2=O)n1 | -4% | -12% | 12%
38 | Cc1nn(-c2ccccc2)c(C)c1C(=O)NNC(=O)C(F)(F)F | 3% | 8% | -1%
39 | CCCOc1ccc(Cl)cc1CN1CCOCC1 | 6% | 2% | 2%
40 | Cc1sc2nc(C(C)C)nc(SCC(=O)N3c4ccccc4CC3C)c2c1C (stereo not drawn) | 5% | 5% | -10%
41 | CCOC(=O)c1cc(-c2ccccc2)n(CCCC(=O)Nc2cc(C)ccc2OC)c1C | 7% | . | -8%
42 | COc1ccccc1C(=O)Nc1nc2nc(-c3ccccc3)cc(=O)n2[nH]1 | 0%&3% | -7% | -16%&8%
43 | Cc1cc(/C=C(/C#N)c2nc3ccccc3[nH]2)c(C)n1-c1cccc([N+](=O)[O-])c1 | -2% | 1% | -1%
44 | Cc1ccc(C(=O)NCCc2nc3ccccc3[nH]2)cc1[N+](=O)[O-] | -3% | -5% | -6%
45 | CC(C)(C)c1cc(=O)n(-c2ccccc2)[nH]1 | 3% | 13% | 4%
46 | O=C(NC1CC1)c1ccc(S(=O)(=O)NC2CCCCCC2)cc1 | -4% | -5% | -21%
47 | Cc1c(C(=O)N2CCN(C(c3ccccc3)c3ccccc3)CC2)oc2ccccc12 | -1% | . | -11%
48 | CCOC(=O)C1=C(O)/C(=C\c2sccc2C)N=C1C | 1% | 4% | 13%
49 | O=C(CS(=O)(=O)c1cccc2nsnc12)Nc1ccc(F)cc1 | 7% | . | -9%
50 | COc1cc2ncc3c(-c4ccccc4)nn(-c4ccc(C)cc4)c3c2cc1OC | 6% | . | 12%
51 | N#CC1=C(Nc2ccc(Br)cc2)CCC1 | 5% | 10% | 1%
52 | COc1ccc(CCNC(=O)C2CCC(CNS(=O)(=O)c3ccc(C)cc3)CC2)cc1OC (stereo not drawn) | 2% | . | -3%
53 | Cc1cc2c(nc1C)CCCCN2C[C@H](C)O/N=C\[C@@H](C)[C@H](OCc1ccccc1)C(C)C | 8%[21 µM] | -9%[12.8 µM] | .
54 | Cc1cc(O)c(C=Nc2ccc(N3CCOCC3)cc2)c(C)c1Cl | . | -15% | -7%
55 | COC(=O)c1cnc(Nc2cc(C)ccc2OC)c2ccccc12 | . | -1% | -16%
56 | Fc1cccc(-c2cc3nc4c(c(N5CCC6(CC5)OCCO6)n3n2)CCCC4)c1 | 3% | 4% | 11%
57 | CCCCC(=O)Nc1cccc(-c2cn3ccsc3n2)c1 | 2% | 6% | -1%
58 | Cc1cc2ncn(S(=O)(=O)N3CCOCC3)c2cc1C | 7% | 15% | -3%
59 | COc1cc(/C=C2\C(=O)ON=C2c2ccccc2)cc(Cl)c1O | 3% | 7% | -21%
60 | COc1ccc(C(=O)NNC(=O)c2cccc(F)c2)cc1 | 6% | 3% | 5%
61 | CCOC(=O)c1c(C)[nH]c(C(=O)OCc2ccc(F)cc2)c1C | 0% | -14% | -10%
62 | O=C1C(C2=NC(C(=O)O)C3C(=O)N(c4ccc(Cl)cc4)C(=O)C23)=C(O)c2ccccc21 (stereo not drawn) | 6% | 2% | 4%
63 | Clc1ccc(Cc2noc(Cc3ccccc3)n2)cc1Cl | . | 22% | -11%
64 | O=C(O)CCC(=O)N1N=C(c2cccs2)CC1c1ccc(Br)cc1 (stereo not drawn) | . | -10% | -13%
65 | O=C(NCCC(=O)N1CCN(c2ccccn2)CC1)c1ccc(Cl)cc1 | 1% | . | -4%
66 | O=C(c1cccc([N+](=O)[O-])c1)c1ccc2c(c1)OCCOCCOCCO2 | 2% | 24% | -7%
67 | CC(C)(C)OC(=O)N1CCC(c2c(C(=O)Nc3ccc4c(c3)OCO4)cnn2-c2ccccc2)CC1 | 7% | . | -18%
68 | Nc1nnc(SCC(=O)Nc2ccc3nc(SCC(=O)Nc4ccccc4)sc3c2)s1 | 3% | 10% | 5%
69 | O=C(O)c1ccc2c(=O)n3c(nc2c1)/C(=C/c1cccc(O)c1)CC3 | . | -13% | -24%
70 | CCO[C@H]1OC(C(=O)N2CCOCC2)=C[C@@H](C)[C@@H]1CCCO | 6% | -4% | 15%
71 | Fc1ccccc1CN1CCC(Cc2ccccc2)CC1 | . | -7% | -1%
72 | COc1ccc(S(=O)(=O)N(C)CC(=O)NC2CCCCC2)cc1OC | 0% | 2% | -2%
73 | C=CCn1c(SC(C)C(=O)NCC2CCCO2)nnc1-c1ccc(OC)cc1 (stereo not drawn) | 1% | . | 0%
74 | COC(=O)c1c(NC(=O)CSc2ncnc3c2cnn3-c2ccccc2Cl)sc2c1CCCC2 | 5% | 18% | 0%
75 | COc1ccc(/C=C2/SC(=S)N(CCCC(=O)Nc3ccc(O)cc3)C2=O)cc1 | . | -17% | -14%
76 | CC(=O)/C(=N\Nc1ccc(Cl)cc1Cl)Sc1nnc(-c2ccccc2)n1-c1ccccc1 | -1% | 6% | 5%
77 | O=C(Cc1ccccc1)c1c[nH]c(C(=O)C(Cl)(Cl)Cl)c1 | . | -15% | 0%
78 | CC(OC(=O)C1=NN(c2ccccc2)C(=O)CC1)C(=O)NC1CCCCC1C (stereo not drawn) | 1% | . | 21%
79 | CCc1ccccc1OCC(=O)Nc1ccc2c(c1)OCCO2 | 1% | 18% | -18%
80 | Cc1nc2ccccn2c1C(=O)NNS(=O)(=O)c1ccc(C(C)(C)C)cc1 | 1% | -1% | 2%
81 | COc1cc(Cl)c(C)cc1Nc1nnc(-n2nc(C)cc2C)c2ccccc12 | 4% | . | 3%
82 | O=C(NCC1CCCO1)C(c1ccncc1)N(Cc1ccc(F)cc1)C(=O)CN1C(=O)c2ccccc2S1(=O)=O (stereo not drawn) | 2% | 1% | -9%
83 | O=C(CSc1nn(-c2ccccc2)c(=S)s1)Nc1ncccn1 | 4% | -5% | -8%
84 | O=C(CSc1nnc(Cc2cccs2)n1C1CC1)NC1CCS(=O)(=O)C1 (stereo not drawn) | 0%[56.1 µM] | . | 10%

Looked up above.
Result of cpd 15 under TDP1 block: 1%
Result of cpd 7 under N370S GC: -7%

Entries from the list above that have bromine, in the order listed:
No. | molecule | TDP1 block | N370S GC | FEN1 inh
51 | N#CC1=C(Nc2ccc(Br)cc2)CCC1 | 5% | 10% | 1%
64 | O=C(O)CCC(=O)N1N=C(c2cccs2)CC1c1ccc(Br)cc1 (stereo not drawn) | . | -10% | -13%

Carrying on:
No. | molecule | TDP1 block | N370S GC | FEN1 inh
85 | O=c1c2[nH]cnc2n(-c2cccc(F)c2)c(=O)n1Cc1ccccc1 | . | -3% | -3%
86 | CCN(CC)C(=O)CSc1ncnc2sc(C)c(C)c12 | -7% | 0% | -8%
87 | Cc1cc(C(N)=O)nn1-c1c(Cl)cc(Cl)cc1Cl | 4% | 4% | -1%
88 | [O-]/[N+](=C\c1ccncc1)c1ccccc1 | 0% | -4% | 7%
89 | COc1ccc2oc(CS(=O)c3ccccc3)c(C(=O)O)c2c1 (stereo not drawn) | . | -1% | 2%
90 | Cc1ccc(OCC(=O)NNC(=O)C(=O)NC(C)(C)C)cc1 | -1% | 0% | 5%
91 | COc1ccc(NC(=O)C23CCC(C)(C(=O)C2)C3(C)C)cc1 (stereo not drawn) | 3% | 1% | -17%

Gathered by group: the compounds so far with a furan ring, fused or not
No. | molecule | TDP1 block | N370S GC | FEN1 inh
19 | O=C(N/N=C\c1ccco1)Nc1cccc(Cl)c1 | 0% | 4% | -6%
22 | Cc1ccc(S(=O)(=O)NCC(c2ccco2)N2CCOCC2)cc1 (stereo not drawn) | 3%&-3% | 21% | 12%&7%
25 | CN(CCO)c1cc(N2CCN(C(=O)c3ccco3)CC2)c2nonc2c1[N+](=O)[O-] | 3% | -9% | 1%
26 | Cc1cc(F)ccc1S(=O)(=O)NCC(c1ccco1)S(=O)(=O)c1cccs1 (stereo not drawn) | 0% | . | 12%
47 | Cc1c(C(=O)N2CCN(C(c3ccccc3)c3ccccc3)CC2)oc2ccccc12 | -1% | . | -11%
89 | COc1ccc2oc(CS(=O)c3ccccc3)c(C(=O)O)c2c1 (stereo not drawn) | . | -1% | 2%

Assay outcomes from PubChem.
